Compound activity from PubChem.
TcdB GH inh – TcdB glycohydrolase inhibition. TcdB glycohydrolase enzymatic assay, plate reader. inhibition, % at 9.99 µM. 350,000 compounds, 0.24% hits. AID 652162; in the data active = inhibition above about 10%
Anthrax LF prot – blocks Bacillus anthracis lethal factor protease; 360,000 compounds, 0.12% hits; multiplex microsphere protease cleavage assay, LF; inhibition, % at 10 µM; P15917; also: plate controls were buffer without enzyme for full effect and enzyme alone for no effect
PriA SSB inh – blocks PriA binding to SSB C-terminal tail. AlphaScreen SSBct-PriA binding, biotinylated peptide. 430,000 compounds, 0.6% hits. inhibition, % at 33 µM. AID 1272365; in the data active = inhibition mostly above about 37%, no sharp cut-off; inactive = mostly below about 20%;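 also: plate controls were negative control peptide for no effect and reference peptide for full effect; strong numbers were not always called active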
Y pestis TopoI – Y. pestis Topo-I inhibition via cleavage products. activity, % at 10 µM. 360,000 compounds, 0.064% hits. Y. pestis Topo-I cleavage product accumulation, plate reader; in the data active = activity above about 50%, passing the limit was not always enough; inconclusive = no clear call, values can overlap the other calls; also: inactives centre near 2
PrPC TRFRET – reduces human prion protein on the cell surface. cell surface PrPC, TR-FRET read-out. inhibition, % at 13.8 µM. 370,000 compounds, 0.43% hits; in the data active = inhibition above about 24%; also: 0% = median of the test wells and 100% = reference compound wells
3CLpro inhibitor – SARS-CoV 3CLpro protease inhibition; P0C6X7; recombinant SARS-CoV 3CLpro, quenched FRET peptide cleavage; inhibition, % at 6 µM; 290,000 compounds, 0.14% hits; AID 1706; in the data active = inhibition above about 12%
BoNT-A LC inh2 – blocks Botulinum neurotoxin A light chain protease; multiplex microsphere protease substrate cleavage, flow cytometry; inhibition, % at 10 µM; 360,000 compounds, 0.17% hits; also: plate controls were buffer without enzyme for full effect and enzyme alone for no effect
BH1578 lux ind – induces V. cholerae light production without autoinducers; V. cholerae BH1578 lux reporter, luminescence, 6 h; activation, % at 18.7 µM; 350,000 compounds, 0.16% hits; in the data active = activation mostly above about 9.7%, no sharp cut-off; inconclusive = no clear call, values can overlap the other calls; inactive = mostly below about 3.7%; also: not every result past the cut was called active; inactives centre near 0; reference of the scale not given here
PfHsp40 yeast – restores yeast growth despite PfHsp40 toxicity. S. cerevisiae expressing PfHsp40, growth rescue, ATP luminescence. growth rescue, % at 12.5 µM. 340,000 compounds, 0.68% hits; in the data active = growth rescue above about 28%, passing the limit was not always enough; inconclusive = no clear call, values can overlap the other calls;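 also: yeast W303a lacking pdr1 and pdr3 grown in galactose medium; growth measured after three days at 30 °C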
* marks the source's active call; other numbers are inactive results. Rule as the data show it, unless noted: active = inhibition above about 30%; inconclusive = no clear call, values can overlap the other calls; inactive = below that.

How did O=C(CN1CCN(C(=O)c2cccs2)CC1)Nc1ccc(Br)cc1 do in these assays?
Anthrax LF prot: -1; PriA SSB inh: -35; Y pestis TopoI: -2; PrPC TRFRET: 9; 3CLpro inhibitor: -4; BoNT-A LC inh2: -0.3; BH1578 lux ind: inactive; PfHsp40 yeast: 0.6

Results for COc1ccc(/C=C2\SC(=O)N(CCCC(=O)Nc3ccc(C(=O)O)cc3)C2=O)cc1OC ?
TcdB GH inh: 0.1; Anthrax LF prot: 3; PriA SSB inh: 10; Y pestis TopoI: 6; PrPC TRFRET: -10; 3CLpro inhibitor: 4; BoNT-A LC inh2: -1.0; BH1578 lux ind: -5.0; PfHsp40 yeast: 1.3

Results for CC1(C(=O)NS(=O)(=O)c2cccs2)CCN1C(=O)c1ccco1 (stereo unspecified) ?
TcdB GH inh: 4.4; Anthrax LF prot: -1; Y pestis TopoI: -1; PrPC TRFRET: -7; BoNT-A LC inh2: -0.2; BH1578 lux ind: -0.4

What do the screens show for `CCOC(=O)CSc1nc2sc3c(c2c(=O)[nH]1)CC(C)(CC)OC3` (stereo unspecified)?
Anthrax LF prot: -4; PriA SSB inh: 2; Y pestis TopoI: 1; PrPC TRFRET: 0; 3CLpro inhibitor: 0; BoNT-A LC inh2: -1.6; BH1578 lux ind: -0.7; PfHsp40 yeast: -2.0

Results for CC(C)CCNC(=O)c1ccc2c(Cl)c3c(nc2c1)CCC3 ?
TcdB GH inh: -0.7; Anthrax LF prot: -10; PriA SSB inh: 8; Y pestis TopoI: 4; PrPC TRFRET: 5; 3CLpro inhibitor: 2; BoNT-A LC inh2: 0.0; BH1578 lux ind: -10; PfHsp40 yeast: 1.3

Results for CC(=O)c1ccccc1Oc1cc(NN2CCCCC2)c([N+](=O)[O-])cc1[N+](=O)[O-] ?
TcdB GH inh: -0.4; Anthrax LF prot: -6; PriA SSB inh: 20; Y pestis TopoI: -4; PrPC TRFRET: -6; 3CLpro inhibitor: 5; BoNT-A LC inh2: -0.8; BH1578 lux ind: -0.5; PfHsp40 yeast: 5.4

How did C=CCNC(=O)c1onc(CSc2ccccn2)c1C(=O)NCC=C do in these assays?
TcdB GH inh: 0.1; Anthrax LF prot: 0; PriA SSB inh: 10; Y pestis TopoI: -2; PrPC TRFRET: 2; BoNT-A LC inh2: 0.1; BH1578 lux ind: -0.6; PfHsp40 yeast: -0.9

Results for Cc1ccc(Cn2c(=N)c(C(=O)NC3CCCC3)cc3c(=O)n4ccccc4nc32)cc1 ?
Anthrax LF prot: 12; PriA SSB inh: 0; Y pestis TopoI: 6; 3CLpro inhibitor: -2; BoNT-A LC inh2: 9.1; BH1578 lux ind: inactive; PfHsp40 yeast: -0.4

How did O=[N+]([O-])c1cccn2cc(-c3ccc(Br)cc3)nc12 do in these assays?
TcdB GH inh: -0.8; Anthrax LF prot: 3; PriA SSB inh: 5; Y pestis TopoI: 2; PrPC TRFRET: -24; 3CLpro inhibitor: 2; BoNT-A LC inh2: 2.5; BH1578 lux ind: -0.1; PfHsp40 yeast: -2.1

Results for C=CCNC(=O)/C(C#N)=C/c1c(N(Cc2ccccc2)Cc2ccccc2)nc2ccccn2c1=O ?
TcdB GH inh: 0.0; Anthrax LF prot: 2; PriA SSB inh: 6; Y pestis TopoI: 7; PrPC TRFRET: 3; 3CLpro inhibitor: 0; BoNT-A LC inh2: 0.7; BH1578 lux ind: -0.2; PfHsp40 yeast: 2.1

What do the screens show for `Cc1cc(C)nc(N2CCC(C(=O)NCCc3ccc(F)cc3)CC2)n1`?
TcdB GH inh: 0.3; Anthrax LF prot: 0; PriA SSB inh: -5; Y pestis TopoI: 6; PrPC TRFRET: -9; 3CLpro inhibitor: 4; BoNT-A LC inh2: inconclusive; BH1578 lux ind: inactive; PfHsp40 yeast: 0.5

Results for CCc1c(O)nc(SCC(=O)Nc2c(C)cccc2C)n(-c2ccc(F)cc2)c1=O ?
TcdB GH inh: 5.2; Anthrax LF prot: -5; Y pestis TopoI: 2; PrPC TRFRET: 6; BoNT-A LC inh2: 0.3; BH1578 lux ind: inactive

How did COc1cc2c(cc1OC)C(=NO)CCCC2 do in these assays?
TcdB GH inh: 1.8; Anthrax LF prot: 0; Y pestis TopoI: -2; PrPC TRFRET: -2; BoNT-A LC inh2: 0.1; BH1578 lux ind: -2.6

What do the screens show for `Cc1ccc(NC(=O)CSCC(=O)Nc2cccc3ncccc23)cc1`?
TcdB GH inh: -0.4; Anthrax LF prot: 0; PriA SSB inh: -1; Y pestis TopoI: -4; PrPC TRFRET: -10; BoNT-A LC inh2: 0.6; BH1578 lux ind: inactive; PfHsp40 yeast: -1.2

Results for COC(=O)Nc1sccc1C(=O)Nc1sccc1C(=O)OC ?
Anthrax LF prot: -3; PriA SSB inh: 3; Y pestis TopoI: 0; PrPC TRFRET: -3; 3CLpro inhibitor: -1; BoNT-A LC inh2: 1.5; BH1578 lux ind: -0.5; PfHsp40 yeast: 0.7

2 compounds picked at random from those above, as already listed:
Results for CC(=O)c1ccccc1Oc1cc(NN2CCCCC2)c([N+](=O)[O-])cc1[N+](=O)[O-] ?
TcdB GH inh: -0.4; Anthrax LF prot: -6; PriA SSB inh: 20; Y pestis TopoI: -4; PrPC TRFRET: -6; 3CLpro inhibitor: 5; BoNT-A LC inh2: -0.8; BH1578 lux ind: -0.5; PfHsp40 yeast: 5.4

Results for COc1ccc(/C=C2\SC(=O)N(CCCC(=O)Nc3ccc(C(=O)O)cc3)C2=O)cc1OC ?
TcdB GH inh: 0.1; Anthrax LF prot: 3; PriA SSB inh: 10; Y pestis TopoI: 6; PrPC TRFRET: -10; 3CLpro inhibitor: 4; BoNT-A LC inh2: -1.0; BH1578 lux ind: -5.0; PfHsp40 yeast: 1.3

Next structures follow:
How did CN1CCN(C(=O)OC2CC3CC2[C@H]2CCCCN2C3=O)CC1 (stereo partly specified) do in these assays?
TcdB GH inh: 1.2; Anthrax LF prot: 1; PrPC TRFRET: -3; BoNT-A LC inh2: 0.1

Results for CCn1nc(C)c(CN2CCC(Oc3ccc(C(=O)N4CCCC4)cc3)CC2)c1C ?
TcdB GH inh: -2.8; Anthrax LF prot: 0; PriA SSB inh: 0; Y pestis TopoI: 1; PrPC TRFRET: 4; 3CLpro inhibitor: -2; BoNT-A LC inh2: 0.7; BH1578 lux ind: inactive; PfHsp40 yeast: -0.1

How did CC(C)NC(=O)CN(C(=O)CCC(=O)Nc1nccs1)c1ccc2c(c1)OCO2 do in these assays?
TcdB GH inh: 0.2; Anthrax LF prot: 2; PriA SSB inh: -8; Y pestis TopoI: -10; PrPC TRFRET: 5; 3CLpro inhibitor: -2; BoNT-A LC inh2: -0.5; BH1578 lux ind: inactive; PfHsp40 yeast: -0.2

How did Cc1cccc(C)c1NC(=O)CN(C)C(C)C(=O)NCC(=O)Nc1ccc(F)c(F)c1F (stereo unspecified) do in these assays?
TcdB GH inh: 1.2; Anthrax LF prot: -3; PriA SSB inh: 2; Y pestis TopoI: -2; PrPC TRFRET: -2; BoNT-A LC inh2: -0.3; BH1578 lux ind: -0.2; PfHsp40 yeast: 0.8

How did CCOc1ccccc1C1C(C#N)=C(N)Nc2onc(-c3ccccc3)c21 (stereo unspecified) do in these assays?
Anthrax LF prot: -1; PriA SSB inh: -10; Y pestis TopoI: 13; PrPC TRFRET: 4; 3CLpro inhibitor: 3; BoNT-A LC inh2: 0.1; BH1578 lux ind: inactive; PfHsp40 yeast: -0.7

Results for COc1ccc(-c2cc(C)no2)cc1S(=O)(=O)NCC(C)c1ccccc1 (stereo unspecified) ?
TcdB GH inh: -0.4; Anthrax LF prot: 1; PriA SSB inh: 25; Y pestis TopoI: 14; PrPC TRFRET: 4; 3CLpro inhibitor: 2; BoNT-A LC inh2: 1.9; BH1578 lux ind: -0.2; PfHsp40 yeast: 1.8

What do the screens show for `COc1ccc(/C=c2\s/c(=C/C(=O)c3ccc(C)cc3)[nH]c2=O)cc1OC`?
Anthrax LF prot: 9; Y pestis TopoI: -1; PrPC TRFRET: -3; 3CLpro inhibitor: -1; BoNT-A LC inh2: 17; BH1578 lux ind: -0.2; PfHsp40 yeast: -0.5

What do the screens show for `CC1CCc2c(sc(NC(=O)Cn3nc(C(F)(F)F)c4c3CCCCC4)c2C#N)C1` (stereo unspecified)?
Anthrax LF prot: -3; PriA SSB inh: 0; Y pestis TopoI: -10; PrPC TRFRET: -2; 3CLpro inhibitor: -1; BoNT-A LC inh2: -1.1; BH1578 lux ind: -0.7; PfHsp40 yeast: 1.3

What do the screens show for `CC(C)C(C(=O)OCC(=O)c1ccc2c(c1)NC(=O)CO2)N1C(=O)c2ccccc2C1=O` (stereo unspecified)?
Anthrax LF prot: 6; PriA SSB inh: -13; Y pestis TopoI: 2; PrPC TRFRET: 6; 3CLpro inhibitor: 1; BoNT-A LC inh2: 1.8; BH1578 lux ind: inactive; PfHsp40 yeast: -0.1

How did Cn1nc(C(=O)NCc2ccc(F)cc2)cc1C(=O)NCc1ccc(F)cc1 do in these assays?
TcdB GH inh: 1.5; Anthrax LF prot: -7; PriA SSB inh: -2; Y pestis TopoI: -6; PrPC TRFRET: 21; BoNT-A LC inh2: -5.4; BH1578 lux ind: inactive

How did CCN(CC)c1ccc(NC(=O)c2c(C)noc2C)cc1 do in these assays?
TcdB GH inh: -20; Anthrax LF prot: -3; PriA SSB inh: 15; Y pestis TopoI: 6; PrPC TRFRET: -6; 3CLpro inhibitor: -1; BoNT-A LC inh2: -4.4; BH1578 lux ind: 0.5; PfHsp40 yeast: -1.5

What do the screens show for `CCCCOC(=O)c1c(C)oc2ccc(NS(=O)(=O)c3ccc4c5c(cccc35)C(=O)N4)cc12`?
Anthrax LF prot: -5; PriA SSB inh: 0; Y pestis TopoI: 16; PrPC TRFRET: -2; 3CLpro inhibitor: 2; BoNT-A LC inh2: 0.0; BH1578 lux ind: -2.2; PfHsp40 yeast: 1.1

How did COc1cccc(NC(=O)CN(C)CC(=O)Nc2ccc3c(c2)CCC3)c1 do in these assays?
TcdB GH inh: 1.5; Anthrax LF prot: -9; PriA SSB inh: 0; Y pestis TopoI: -3; PrPC TRFRET: 2; 3CLpro inhibitor: -1; BoNT-A LC inh2: 0.4; BH1578 lux ind: 0.4; PfHsp40 yeast: 1.7

Results for COc1ccc(Cl)cc1NC(=O)C1CCCN(c2ncnc3c2nc2n3CCCCC2)C1 (stereo unspecified) ?
TcdB GH inh: 4.2; Anthrax LF prot: 0; PriA SSB inh: -12; Y pestis TopoI: 13; PrPC TRFRET: 2; 3CLpro inhibitor: -2; BoNT-A LC inh2: 0.4; BH1578 lux ind: 0.5; PfHsp40 yeast: 2.6

How did CCCS(=O)(=O)c1nc(S(=O)(=O)c2ccc(C)cc2)c(N2CCCC(C)C2)s1 (stereo unspecified) do in these assays?
TcdB GH inh: -1.0; Anthrax LF prot: 1; PriA SSB inh: -10; Y pestis TopoI: 48; PrPC TRFRET: 12; 3CLpro inhibitor: 2; BoNT-A LC inh2: 1.1; BH1578 lux ind: -0.3; PfHsp40 yeast: 1.3

How did CC(=O)c1ccc(S(=O)(=O)NCc2nnnn2-c2ccccc2)cc1 do in these assays?
TcdB GH inh: 1.0; Anthrax LF prot: -2; PriA SSB inh: -4; Y pestis TopoI: 1; PrPC TRFRET: -3; 3CLpro inhibitor: -2; BoNT-A LC inh2: -0.1; BH1578 lux ind: inactive; PfHsp40 yeast: -0.9

What do the screens show for `CCCN1Cc2cccc(C(=O)NC(CC(=O)OCC)c3ccc(OC(C)C)cc3)c2C1=O` (stereo unspecified)?
TcdB GH inh: 2.1; Anthrax LF prot: -1; PriA SSB inh: 2; Y pestis TopoI: 15; PrPC TRFRET: 1; 3CLpro inhibitor: 0; BoNT-A LC inh2: -0.4; BH1578 lux ind: inactive; PfHsp40 yeast: -1.3

What do the screens show for `O=C(COc1ccc(Br)cc1CO)Nc1ccc(S(=O)(=O)N2CCCCC2)cc1`?
TcdB GH inh: 2.9; Anthrax LF prot: -2; PriA SSB inh: -5; Y pestis TopoI: 15; PrPC TRFRET: 4; BoNT-A LC inh2: -0.5; BH1578 lux ind: inactive; PfHsp40 yeast: 0.3

This is a subset; the hit share may differ from the screen's.
